aSyn tox rescue: alpha-synuclein toxicity suppression in yeast; AID 1347070; Potency, µM (series often up to 46.1 µM), for inactives: at the top dose growth rescue (activation), most hits filed as activators; S. cerevisiae alpha-synuclein toxicity rescue, BacTiter-Glo growth, 24 h; 0.02% of 94,000 active; active = well fitted activation curve with a large enough effect; inconclusive = small, poorly fitted or top-dose-only effect; note: 0% is about no effect
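Growth restoration measured by BacTiter-Glo luminescence after 24 hr at 30 deg C; alpha-synuclein yeast, raffinose-pregrown to mid-log, were added at OD600=0.02 in galactose medium onto pinned compounds.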
An asterisk follows results filed as active; ? = inconclusive. Potency is the fitted concentration of half-maximal effect.

structure	aSyn tox rescue
CCOC(=O)N1CCC(NC(=O)c2ccc3c(c2)N(Cc2cc(C)ccc2C)C(=O)c2ccccc2S3=O)CC1 (stereo unspecified)	5.1%
CC(=O)Nc1cccc(OCc2ccc(F)cc2)c1	-4.4%
O=C(Nc1ccc(F)cc1)N1CCN(c2ccccc2F)CC1	-6.8%
CCN(CCCNC(=O)c1cc2cc3ccc(OC)cc3nc2s1)c1ccccc1	1.0%
O=C1CN(C(=O)C2CCCCC2)C(c2ccccc2)c2cc(F)ccc2N1 (stereo unspecified)	4.7%
NS(=O)(=O)c1ccc2ccccc2c1	-2.0%
Cc1ccc(N2C(=O)N(CC(=O)Nc3ccc(C)c(C)c3[N+](=O)[O-])C(=O)C2C)cc1 (stereo unspecified)	-2.9%
COc1cccc(CNS(=O)(=O)c2cc3c(cc2Cl)NC(=O)CO3)c1	1.8%
Cc1n[nH]c(C)c1CS(=O)(=O)c1ccccc1	-0.7%
COc1ccc(OC)c(NC(=O)c2cc3cccc(OC)c3oc2=O)c1	-4.6%
CCCCNC(=O)c1cnc2sc(N3CCCCC3)nn2c1=O	-1.8%
COc1ccc(Cn2ccc3nc(C)c(C(=O)N4CCN(c5cccc(OC)c5)CC4)cc3c2=O)cc1	6.4%
CCN(CC)S(=O)(=O)c1cccc(C(=O)NCC(c2ccccc2)N(C)C)c1 (stereo unspecified)	-13.3%
Cc1cccn2c(=O)c3cc(C(=O)NCc4cccnc4)c(=N)n(CCCO)c3nc12	-3.6%
CC(C)NC(=O)C1CCCN(c2nnc(-n3cccc3)s2)C1 (stereo unspecified)	6.4%
O=C(COc1ccc(Cl)cc1Cl)NC(=O)NC1CCCC1	15.2%
Cc1ccccc1-c1cc2nc(C)c(Cl)c(=O)n2[nH]1	-4.5%
COc1ccc(Cc2nnc(NC(=O)C3CCN(C(=O)c4ccco4)CC3)s2)cc1	-3.6%
N#Cc1cc([N+](=O)[O-])ccc1NCC1CCCO1 (stereo unspecified)	-0.9%
COC(=O)c1ccc(N(CC(=O)NCC2CCCO2)C(=O)CCC(=O)Nc2cc(C)on2)cc1 (stereo unspecified)	2.5%

The listing continues.
structure	aSyn tox rescue
CCOc1ccc(NC(=O)CC2C(=O)N(c3ccc(C)cc3)C(=O)N2C2CCCCC2)cc1 (stereo unspecified)	1.6%
CCOC(=O)C(=NCCCN1CCOCC1)NNc1cccc(C(F)(F)F)c1	12.0%
COc1cc2c(c(OC)c1)C(c1cc(OC)c(OC)c(OC)c1)CC(=O)N2 (stereo unspecified)	-3.7%
O=C(NN=C1CCCC1)c1[nH]c2ccc(Br)cc2c1-c1ccccc1	-1.3%
Cc1cc(C)c(NC(=O)Cn2c(=O)n(CCC(=O)NCc3ccccc3Cl)c(=O)c3sccc32)c(C)c1	4.3%
COc1ccc(CNC(=O)C[C@@H]2C[C@H]3c4cc(NC(=O)C5CCC5)ccc4O[C@H]3[C@@H](CO)O2)cc1	1.2%
O=C(Cn1cnc2c(nnn2Cc2ccccc2)c1=O)c1ccccc1	7.3%
Cc1cccc(OCC(=O)Nc2ccccc2C(=O)OCc2cc(=O)n3ccsc3n2)c1	-3.8%
Cc1nnc(NCc2ccccc2)c2c1nnn2Cc1ccccc1Cl	2.3%
Cc1cccc(-n2ncc3c(NCCOCCO)ncnc32)c1	-9.6%
CCOC(=O)c1ccc(Nc2c(-c3ccc(N(C)C)cc3)nc3nc[nH]n23)cc1	-0.9%
COc1ccc(CN2C(=O)c3oc4ccccc4c(=O)c3C2c2ccc(O)c(OC)c2)cc1 (stereo unspecified)	-11.7%
Cc1ccc(S(=O)(=O)NCCC(=O)NCC(c2cccs2)N2CCOCC2)cc1 (stereo unspecified)	-9.2%
COc1ccccc1OCCn1c(NC(=O)c2ccc(Cl)cc2)nc2ccccc21	2.5%
Nc1ccccc1C(=O)Nc1ccc(Cl)cc1Cl	-0.6%
COc1cccc(C(=O)Nc2nc(-c3nnn(-c4ccccc4C(F)(F)F)c3C)ns2)c1	3.6%
O=C(NNC(=O)c1ccc(-c2ccccc2)cc1)Nc1ccccc1	-2.7%
COC(=O)Cc1[nH]n(-c2ccccc2)c(=O)c1C=Nc1ccc(C)cc1	10.5%
COc1cc(C(C)=O)ccc1OCc1nnc(-c2ccccc2Br)o1	1.4%
CCN(CC)C(=O)CSc1nc2ccccc2c(=O)n1Cc1ccco1	-6.6%

Later entries.
structure	aSyn tox rescue
COc1ccccc1NC(=O)c1c(NCc2ccc(C)o2)sc2c1CCCCC2	?
O=C(NCc1cccc(Cl)c1)c1oc(=O)c2ccccc2c1-c1ccccc1	8.9%
CC(C)(CNC(=O)c1sc2cc(Cl)ccc2c1Cl)N1CCOCC1	4.7%
COc1ccc(-c2oc3ncn4nc(-c5ccccc5Br)nc4c3c2-c2ccc(OC)cc2)cc1	4.4%
Cc1ccc(NC(=O)c2cccs2)cc1[N+](=O)[O-]	-12.9%
COc1cccc(CN2CCCN(CC(=O)Nc3ccc4c(c3)OCCO4)S2(=O)=O)c1	-1.4%
COc1ccc(CNC(=O)CSc2nc3ccsc3c(=O)n2Cc2ccccc2Cl)cc1	-5.2%
CC(C)(C)c1nc(Sc2ncccc2[N+](=O)[O-])n[nH]1	5.5%
COc1ccccc1CC(=O)Nc1nc(-c2ccc(F)c(F)c2)cs1	1.4%
CCOC(=O)c1ccc(OC(=O)c2cn(-c3cccc(OC)c3)c(=O)c3ccccc23)cc1	2.6%
Cc1ccccc1Nc1nnc(-c2ccc(C)c(S(=O)(=O)N3CCCCC3)c2)c2ccccc12	-3.0%
CCC(Sc1nc2ccncc2[nH]1)C(=O)Nc1cc(Cl)ccc1C (stereo unspecified)	-0.8%
Cc1ccc(SCC(=O)Nc2ccc3oc(-c4ccc(F)cc4)nc3c2)cc1	4.0%
COc1ccccc1CNC(=O)Cc1c(C)c2c(cc(C)c3c(C)c(C)oc32)oc1=O	1.1%
COc1ccc(CCNC(=O)CN2c3cccc4cccc(c34)S2(=O)=O)cc1	3.5%
Cc1ccc2c(=O)c(C(=O)c3cccc(Cl)c3)cn(CC(=O)Nc3ccc4c(c3)OCCO4)c2n1	-2.9%
COC(=O)c1ccc(COC(=O)C2CCN(S(=O)(=O)c3c(Cl)cccc3Cl)CC2)o1	6.5%
Cc1oc2ncn(CC(C)C)c(=O)c2c1C(=O)NCc1cccc(Cl)c1	-8.9%
COc1cccc(-c2nc3c(c(SCC(=O)Nc4cc(C)ccc4C)n2)Cc2c(CO)cnc(C)c2O3)c1	-6.7%
NS(=O)(=O)c1ccc(NC(=O)CN2CCN(c3ccc(F)cc3)CC2)cc1	3.5%

Structures shown so far that have bromine (three):
structure	aSyn tox rescue
O=C(NN=C1CCCC1)c1[nH]c2ccc(Br)cc2c1-c1ccccc1	-1.3%
COc1cc(C(C)=O)ccc1OCc1nnc(-c2ccccc2Br)o1	1.4%
COc1ccc(-c2oc3ncn4nc(-c5ccccc5Br)nc4c3c2-c2ccc(OC)cc2)cc1	4.4%

Remaining list, next part:
Compound	aSyn tox rescue
CC(C)(C)NC(=O)c1cnn(-c2ccccc2)c1C1CCN(C(=O)OC(C)(C)C)CC1	-7.7%
O=C(N/N=C/c1cccnc1)c1cccs1	-2.3%
Cc1ccc(S(=O)(=O)N2C[C@H]3[C@H]4C(=O)N(c5ccccc5)C(=O)[C@H]4C[C@H](OC(=O)NCc4ccccc4)[C@@]3(O)C2)cc1	-1.4%
CCN(c1ccccc1)c1nnc(NC(=O)Nc2cccc(Cl)c2C)s1	-7.8%
CCCSc1nnc(-c2c[nH]c3ccccc23)n1C	7.2%
CCSc1nn(CC(=O)Nc2cccc(CC)c2)c(N)c1S(=O)(=O)c1ccccc1	0.5%
COc1ccccc1OCC(=O)N(Cc1nnc(-c2ccccc2Cl)o1)C1CC1	-0.4%
CCOC(=O)c1cc(C)n(CC2CCC(C(=O)Nc3ccc(OCC)cc3)CC2)c1C (stereo unspecified)	-11.0%
Cc1nn2c(=O)cc(COC(=O)Cc3ccccc3)nc2s1	-0.1%
CCCCCC(=O)N1C[C@H](O)[C@@H](n2cc(COC(=O)c3ccccc3)nn2)C[C@@H]1c1ccc(Cl)cc1	0.5%
CCCCNC(=O)c1cnc2sc(N3CCCCCC3)nn2c1=O	-13.9%
COc1cccc(CNC(=O)CN2C(=O)CSc3c2c(C)nn3-c2ccccc2)c1	3.3%
Cn1c(-c2ccc(=O)[nH]c2)nc2ccccc21	-6.4%
COc1cccc(NC(=O)c2csc3c2CCCC3)c1	-26.3%
COc1cc(O)ccc1-c1nc2cc(C)ccn2c1Nc1ccccc1C	-7.7%
NS(=O)(=O)c1ccc(NC(=O)CSc2nnc(NC3CC3)s2)cc1	-7.6%
CCOc1ccccc1CNC(=O)c1ccc2nc(CCc3ccccc3)oc2c1	5.6%
Cc1cc(NS(=O)(=O)c2ccc(NC(=O)c3ccc(Br)o3)cc2)nc(C)n1	-0.2%
CCOC(=O)c1ccc(NC(=O)CSc2ccc(-c3sc(C)nc3C)nn2)cc1	7.2%
Cc1ccc(Nc2nc(N)nc(CSc3nc4ccccc4s3)n2)cc1	-9.1%
Cc1cc(C)c(OCC(=O)N(Cc2ccc(N(C)C)cc2)Cc2ccco2)c(C)c1	3.9%
COc1cc(OC)cc(C(=O)NCCn2ccc3ccccc32)c1	8.6%
CC(NC(=O)C1CCN(C(=O)N2CCOc3ccc(Cl)cc32)CC1)c1ccccc1 (stereo unspecified)	?
O=C(Nc1ccc(N2CCN(c3ccc(F)cc3)CC2)c(C(=O)O)c1)c1cccs1	-0.3%
Cc1ccc(CSC2=Nc3ccccc3C3=NC(CC(=O)NCc4ccc5c(c4)OCO5)C(=O)N23)cc1 (stereo unspecified)	-7.8%

Continuation:
Compound	aSyn tox rescue
O=C(c1ccc2c(c1)N(Cc1ccccc1)C(=O)c1ccccc1S2(=O)=O)N1CCc2ccccc21	7.8%
Cc1cc(F)ccc1-n1nnc(C(N)=O)c1C	-0.7%
Cc1ccc(C(c2sc3ncnn3c2O)N2CCCCC2)cc1 (stereo unspecified)	-3.8%
Cc1csc2nc(COC(=O)COc3ccccc3F)cc(=O)n12	?
O=C(NCc1nnnn1-c1ccc(Cl)cc1)c1ccc([N+](=O)[O-])o1	-5.7%
Cc1nc2c(C(=O)NCc3ccccc3Cl)cnn2c(C)c1Cc1c(F)cccc1Cl	-5.1%
O=C(Cn1ncc2c([nH]c3ccccc32)c1=O)NCC1CCN(Cc2ccc(F)cc2)CC1	2.9%
COc1cc(NC(=O)CSc2nc(-c3cccs3)cc(C(F)(F)F)n2)cc(OC)c1OC	3.5%
Cc1ccc(C(C)C)c(OCCCn2c(=O)oc3ccccc32)c1	10.8%
Cc1ccc2nc(Cl)c3cc(C(=O)N4CCCCC4C)sc3c2c1 (stereo unspecified)	-9.1%
O=C(COc1ccccc1C(=O)Nc1ccccc1)NCCc1ccccc1	-3.3%
O=C(CSc1nc2ccccc2nc1Cc1ccccc1)N1CCCCC1	5.4%
COc1ccc(CN2CCNC(=O)C2CC(=O)NCc2cccc(C)n2)c(OC)c1 (stereo unspecified)	-2.4%
Cc1ccc(N2CCN(C(=O)c3ccc4c(Cl)c5c(nc4c3)CCCC5)CC2)c(C)c1	5.4%
Cc1cc(N2CCN(C)CC2)nc2ccc(NC(=S)N3CCN(c4cccc(Cl)c4)CC3)cc12	-3.3%
CN(C(=O)CS(=O)(=O)c1cccc(Cl)c1)c1ccccc1	-3.2%
COc1ccc(/C=C/c2nc(-c3ccccc3O)n(-c3ccccc3)n2)cc1OC	5.5%
O=C(COc1ccccc1)Nc1ccccc1OCc1cc(=O)n2ccccc2n1	2.6%
CCN(CC)S(=O)(=O)c1ccc(N2CCCC2)c(NC(=O)C2=COCCO2)c1	-4.1%
COc1ccc(OC)c(C2c3c(-c4ccc(Br)cc4)n[nH]c3C(=O)N2c2ccc(Cl)cc2)c1 (stereo unspecified)	23.7%
CC(=O)NCCc1nc2ccccc2n1CCCCOc1ccc(Cl)cc1	5.8%
COc1ccc(OC)c(-c2csc(-c3cccs3)n2)c1	-16.3%
CCCc1ccc(C2Sc3ccccc3NC3=C2C(=O)c2ccccc23)cc1 (stereo unspecified)	-3.3%
CCN(CC)C(=O)CSc1nc(O)c(Cc2ccccc2)c(=O)n1-c1ccccc1C	-1.8%
COc1ccccc1-c1cn[nH]c1-c1ccc(OCc2ccccc2)cc1O	14.3%

Taken from above:
Value for `O=C1CN(C(=O)C2CCCCC2)C(c2ccccc2)c2cc(F)ccc2N1` (stereo unspecified) in aSyn tox rescue: 4.7%
Value for `COc1cc(NC(=O)CSc2nc(-c3cccs3)cc(C(F)(F)F)n2)cc(OC)c1OC` in aSyn tox rescue: 3.5%
Value for `COc1ccc(CNC(=O)C[C@@H]2C[C@H]3c4cc(NC(=O)C5CCC5)ccc4O[C@H]3[C@@H](CO)O2)cc1` in aSyn tox rescue: 1.2%
Value for `O=C(NNC(=O)c1ccc(-c2ccccc2)cc1)Nc1ccccc1` in aSyn tox rescue: -2.7%
Value for `COc1ccccc1OCC(=O)N(Cc1nnc(-c2ccccc2Cl)o1)C1CC1` in aSyn tox rescue: -0.4%
Value for `COc1ccc(OC)c(NC(=O)c2cc3cccc(OC)c3oc2=O)c1` in aSyn tox rescue: -4.6%
Value for `CC(C)(CNC(=O)c1sc2cc(Cl)ccc2c1Cl)N1CCOCC1` in aSyn tox rescue: 4.7%

(further entries)
Compound	aSyn tox rescue
O=c1oc2c(CN3CCOCC3)c(O)ccc2cc1-c1ccccc1	-12.2%
Cc1ccc(CCNC(=O)CN2N=C(c3ccc(C)cc3)CCC2=O)cc1	3.9%
CCOC(=O)c1ccc2nc(C)cc(Nc3cccc(C(=O)O)c3)c2c1	-4.9%
O=C(Nc1ccc2nc(SCC(=O)N3CCCc4ccccc43)sc2c1)c1cccc(Cl)c1	-2.5%
Fc1cccc(-c2nc(-c3ccncc3)no2)c1	4.3%
CSc1ncc(C(=O)Nc2ccc(C(C)=O)cc2)c(-c2ccccc2)n1	-5.3%
CCN(CC)S(=O)(=O)c1ccc(-c2nnc3sc4cccc(C)c4n23)cc1	-4.1%
Cc1ccc2cc(/C=N/NC(=O)CN3CCCCC3)c(Cl)nc2c1	-8.3%
COc1ccc(C(=O)n2nc(-c3cccnc3)nc2NCc2ccccc2)cc1OC	5.7%
COc1ccc(C(=O)NNC(=O)c2cc3cccc(OC)c3oc2=O)cc1	10.7%
C/C(CC(=O)Nc1ccc(Br)cc1)=N\NC(=O)Cc1csc(N)n1	4.2%

An excerpt; the hit share may differ from the screen's.
